Screening data from PubChem BioAssay.
Wee1 stabilizer: Wee1 degradation inhibitors, primary screen, cell-based, HeLa, Wee1K328M-luciferase, luminescence; reporter increase, % at 5 µM; AID 1321, 2008; HeLa Luc-Wee1K328M stability; 100% = proteasome inhibitor MG132 effect; actives 1.2% (n = 220,000); Wee1-like protein kinase (Homo sapiens), P30291;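 active = activation above the mean of all tested compounds plus 3 SD, set per screening run, cut at about 8.8% in these data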;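 also: cells exposed to compound for 20 h before luminescence read; 0% = DMSO alone and 100% = MG132 at 30 µM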
p97 ATPase inh: inhibitors of human p97 ATPase, primary screen, biochemical; Transitional endoplasmic reticulum ATPase (Homo sapiens), P55072; recombinant p97 ATPase, Kinase-Glo ATP luminescence, 3 h; inhibition, % at 8 µM; actives 0.42% (n = 220,000); in the data active = inhibition above about 15%;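 also: 0% = DMSO vehicle and 100% = wells lacking enzyme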
KCC2 mod: KCC2 cotransporter modulators, thallium flux, primary screen, cell-based, HEK293 KCC2, FluoZin-2 fluorescence, MLSMR; Solute carrier family 12 member 5 (Homo sapiens), Q9H2X9; AID 1456, 2008; actives 2.2% (n = 190,000); KCC2 cells, thallium flux FluoZin-2 fluorescence; B-score of Tl+ flux slope (higher = more flux/activation; lower = inhibition) at 10 µM;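 active = thallium flux slope and its plate-corrected score both differing from the plate sample mean at a set confidence after two filtering rounds, in either direction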;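 also: slope of fluorescence scaled to starting intensity during 10 to 20 s after thallium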
FXIIa inh: human FXIIa protease inhibitors, primary screen, biochemical, 1536-well. purified FXIIa, Boc-QGR-AMC fluorogenic substrate, 2 h. inhibition, % at 5 µM. actives 0.3% (n = 220,000); in the data active = inhibition above about 40%;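 also: 0% = enzyme with no compound and 100% = blank without enzyme; many of its hits are not listed in these tables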
PERK inhibitor: block of dimerizer-induced PERK translation repression, primary screen, PERK inhibitor project, CHO PERK-DD cells, SEAP luminescence, HTS. CHO PERK-DD fusion, SEAP luminescence translation reporter. actives 0.17% (n = 220,000). inhibition, % at 5.6 µM. Eukaryotic translation initiation factor 2-alpha kinase 3 (Homo sapiens), Q9NZJ5;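 active = inhibition above the mean inhibition of all tested compounds plus 3 SD, set separately per screening campaign, cut at about 2.9% in these data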;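 also: PERK kinase domain activated by AP20187 dimerizer at 100 nM; 0% = DMSO with dimerizer and 100% = rapamycin at 8.4 µM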
FXIa inh 1536: human FXIa protease inhibitors, primary screen, biochemical, 1536-well | purified FXIa, Boc-Glu-Ala-Arg-AMC fluorogenic substrate | inhibition, % at 5 µM | actives 0.14% (n = 220,000) | AID 798, 2007;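 active = inhibition of at least 40%; inactive = inhibition below 40%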;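 also: fluorescence of freed AMC excited at 355 nm; 0% = enzyme without compound and 100% = no enzyme blank; many of its hits are not listed in these tables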
Target sequence (P03951 19-387 limits assumed): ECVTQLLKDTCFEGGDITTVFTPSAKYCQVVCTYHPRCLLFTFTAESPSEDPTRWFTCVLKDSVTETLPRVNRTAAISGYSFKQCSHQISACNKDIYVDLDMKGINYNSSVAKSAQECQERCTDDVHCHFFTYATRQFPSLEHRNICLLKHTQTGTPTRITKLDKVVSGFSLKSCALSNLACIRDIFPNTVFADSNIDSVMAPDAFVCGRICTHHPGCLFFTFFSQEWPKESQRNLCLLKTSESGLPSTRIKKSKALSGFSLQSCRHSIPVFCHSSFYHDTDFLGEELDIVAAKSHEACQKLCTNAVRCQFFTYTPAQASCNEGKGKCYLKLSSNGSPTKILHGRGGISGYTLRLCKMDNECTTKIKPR
Target sequence (P03951 388-625 limits assumed): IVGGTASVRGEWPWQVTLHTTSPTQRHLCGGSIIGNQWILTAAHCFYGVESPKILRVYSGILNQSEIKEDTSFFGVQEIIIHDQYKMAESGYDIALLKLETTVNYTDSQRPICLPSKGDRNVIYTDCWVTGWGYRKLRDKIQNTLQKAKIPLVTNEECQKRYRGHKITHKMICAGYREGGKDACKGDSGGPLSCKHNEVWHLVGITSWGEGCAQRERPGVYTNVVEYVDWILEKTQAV
thrombin 1536: human alpha-thrombin inhibitors, primary screen, counter-screen for coagulation protease inhibitor project, biochemical, 1536-well, fluorogenic AMC substrate; Prothrombin (Homo sapiens), P00734; inhibition, % at 5 µM; Boc-VPR-AMC fluorogenic substrate cleavage; actives 0.26% (n = 220,000);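 active = inhibition at or above 40%; inactive = inhibition below 40%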;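 also: 0% = enzyme with no compound and 100% = wells without enzyme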
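Material: human alpha-thrombin enzyme / Medium: pH 7.5 Tris (50 mM) with NaCl 150 mM, Tween 20 0.05% / Compound: single-point dosing at 5 µM, 0.2% DMSO / Incubation: enzyme reaction carried out at room temperature / Detection: AMC fluorescence, 355/460 nm / Read-out basis: percent inhibition scaled between no-compound controls and no-enzyme blanks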
Furin inh: human furin inhibitors, primary screen, biochemical, fluorescence intensity. purified furin, fluorogenic substrate cleavage. AID 463115, 2010. inhibition, % at 30 µM. P09958. actives 0.061% (n = 220,000); in the data active = inhibition above about 25%; also: inactives centre near -15
KLK5 inh: human KLK5 protease inhibitors, primary screen, biochemical, 1536-well; actives 0.59% (n = 210,000); inhibition, % at 5 µM; AID 873, 2007; Kallikrein-5 (Homo sapiens), Q9Y337; recombinant hK5, fluorogenic AMC substrate cleavage;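 active = inhibition of 40% or more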;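 also: 0% = enzyme controls without compound and 100% = no-enzyme blanks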
Target sequence (Q9Y337 67-293 limits assumed): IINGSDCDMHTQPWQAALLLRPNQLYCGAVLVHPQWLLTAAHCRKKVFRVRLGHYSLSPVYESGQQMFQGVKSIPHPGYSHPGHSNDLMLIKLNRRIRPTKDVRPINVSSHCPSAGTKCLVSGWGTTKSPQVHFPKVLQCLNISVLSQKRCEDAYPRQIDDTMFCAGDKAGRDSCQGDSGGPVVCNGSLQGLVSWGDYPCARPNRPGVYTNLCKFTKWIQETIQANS
* hit, by the source's call; x = no result given; [ ] = remark or other dose. Not a hit list. Share with any hit: about 4.4%.

Values run as follows: thrombin 1536 | KCC2 mod | Wee1 stabilizer | FXIa inh 1536 | p97 ATPase inh | Furin inh | PERK inhibitor | KLK5 inh | FXIIa inh
O=C(CSc1nnc2ccccn12)Nc1cccc(S(=O)(=O)N2CCOCC2)c1
  -3 | 0.12 | 0 | -2 | 0 | -24 | 0.5 | -5 | -8
Cc1ccc(C(=O)NCCn2ccc3ccccc32)cc1[N+](=O)[O-]
  -12 | -0.59 | -1 | -4 | -1 | -25 | 0.2 | -7 | 5
Cc1cc(C(=O)NCC(=O)OC(C(=O)Nc2cc(C(F)(F)F)ccc2Cl)c2ccccc2)ccc1[N+](=O)[O-] (stereo unspecified)
  4 | 0.28 | 2 | -5 | -3 | -4[20 µM] | -0.1 | -5 | 15
CCN(CC)c1ccc(/C=N/Nc2nc(C)cc(=O)[nH]2)cc1
  -5 | -0.46 | 0 | -11 | 0 | -2 | -0.5 | 4 | 12
Cc1nc(NCc2ccc3c(c2)OCO3)c2oc3ccccc3c2n1
  -5 | -1.5 | 2 | -1 | 0 | -29[20 µM] | 0.3 | -5 | 6
Cc1nc2ccc(S(=O)(=O)NC(C(=O)NCc3ccc4c(c3)OCO4)C(C)C)cc2s1 (stereo unspecified)
  8 | 0.29 | 1 | 8 | -12 | 2 | -1.5 | 22 | 14
COC(=O)Nc1ccc(Cn2cc(C(F)(F)F)ccc2=O)cc1
  -7 | -0.22 | -3 | 2 | -3 | -12 | 1.0 | 6 | 7
COc1cc(/C=N/Nc2snc(SC)c2C#N)cc(OC)c1OC
  -2 | -0.81 | -1 | -1 | -6 | 2[20 µM] | -0.8 | 10 | 19
Cn1c(C(=O)Nc2ccc3c(c2)OCO3)cc2c(=O)n(C)c3ccccc3c21
  -1 | 0.0015 | -3 | 3 | 6 | -31 | 1.4 | -7 | 16
O=c1[nH]c(CSc2nc3ccccc3s2)nc2cc(Cl)ccc12
  -2 | 6.2* | 0 | -3 | 4 | -17 | -0.6 | -3 | 7
CC1CC=C(c2ccccc2)C(=S)N1 (stereo unspecified)
  -1 | 0.75 | 3 | 5 | 3 | -5 | -0.7 | 3 | 2
COC(=O)CNC(c1ccccc1)c1cc(C)ccc1NS(=O)(=O)c1ccc(C)cc1 (stereo unspecified)
  1 | -1.7 | 0 | 13 | -2 | -26 | -0.3 | -13 | 10
COc1ccc(N2CCN(C(CNS(=O)(=O)c3cc(F)ccc3F)c3cccnc3)CC2)cc1 (stereo unspecified)
  -7 | x | -3 | -6 | 4 | -16[20 µM] | -1.1 | -13 | 3
CC(C)(C)c1ccc(C(=O)c2c[nH]c(C(=O)NCCCN3CCOCC3)c2)cc1
  -1 | 0.36 | -3 | 0 | 1 | -15[20 µM] | -0.3 | -25 | 7
COc1ccc(C(=O)CSc2nnc(-c3cc(C)cc(C)c3)o2)cc1
  0 | 0.16 | 2 | 17 | 1 | -15 | -0.2 | -19 | 17
Cc1cc(-n2nc(C)cc2C)n2nc(C)c(-c3ccc(Cl)cc3)c2n1
  1 | 0.012 | 0 | -1 | -4 | -11[20 µM] | 0.5 | -2 | 7
Cc1cc(NC(=O)CS(=O)(=O)c2cn(Cc3cccc(F)c3)c3ccccc23)no1
  -4 | -1.7 | 0 | -5 | -1 | -13[20 µM] | -0.2 | -2 | 0
CC1(C)C(=O)OC(C(=O)c2ccc(Cl)cc2)C(C)(C)C1=O (stereo unspecified)
  -5 | 0.045 | 1 | 6 | 2 | -21 | 1.2 | -8 | 12
O=C(Nc1ccccc1Cl)c1cc[n+](Cc2ccc([N+](=O)[O-])cc2)cc1
  -5 | 0.099 | -3 | -1 | 2 | -12 | -0.1 | 4 | 9
CCOc1ccc(OCCOCCNCCOC)cc1
  -10 | 0.11 | 0 | 1 | 2 | -16 | 0.5 | -18 | 4
O=C(Cc1ccccc1)NCCSC1CCCCC1
  -5 | -0.0044 | -3 | -4 | -2 | -12 | 0.4 | -9 | 0
CCN(CC)S(=O)(=O)c1cccc(NC(=O)COc2ccc(C#N)cc2OC)c1
  -11 | -0.44 | 0 | -3 | -3 | -10 | -0.8 | -16 | 6
Cc1cc(/C=C(\C#N)C(=O)Nc2ccccc2)c(C)n1-c1cccnc1
  -5 | 0.17 | 1 | -5 | -1 | -12 | -0.4 | 11 | -2
CCn1ccnc1CN(C)Cc1cn[nH]c1-c1ccc(F)cc1F
  -7 | 1.1 | -2 | -3 | 0 | -24 | 0.1 | -2 | 7
Cc1cccc(NS(=O)(=O)c2ccc(C3CCCCC3)cc2)n1
  1 | x | -3 | 4 | -4 | -16[20 µM] | 0.3 | -4 | 11
Cn1nc(C(C)(C)C)cc1C(=O)Sc1cccc(Br)c1
  -7 | 0.014 | 1 | -4 | -5 | -19 | -0.1 | -3 | 6
O=C(OCCN1C(=O)c2ccccc2C1=O)c1cc2ccccc2o1
  0 | x | 0 | 1 | -8 | -19 | 0.0 | -7 | -6
O=C(Nc1nc(-c2ccccc2)c(-c2ccccc2)s1)c1ccc(S(=O)(=O)N2CCCC2)cc1
  -4 | x | -3 | 5 | -3 | -19 | 0.1 | -10 | 6
C/C(=N\NC(=O)c1ccc(Cn2cc(Br)cn2)o1)c1cccc(NC(=O)C(C)C)c1
  -1 | -1.8 | -1 | 8 | 5 | -8 | 0.3 | -25 | 9
Nc1c(C(=O)O)cnn1-c1ccccc1
  -2 | x | -4 | 16 | 3 | -13 | 1.2 | 4 | 8

In a second layout: entries from further up.
Compound,thrombin 1536,KCC2 mod,Wee1 stabilizer,FXIa inh 1536,p97 ATPase inh,Furin inh,PERK inhibitor,KLK5 inh,FXIIa inh
Cc1cc(/C=C(\C#N)C(=O)Nc2ccccc2)c(C)n1-c1cccnc1,-5,0.17,1,-5,-1,-12,-0.4,11,-2
CCn1ccnc1CN(C)Cc1cn[nH]c1-c1ccc(F)cc1F,-7,1.1,-2,-3,0,-24,0.1,-2,7
Cc1cccc(NS(=O)(=O)c2ccc(C3CCCCC3)cc2)n1,1,x,-3,4,-4,-16[20 µM],0.3,-4,11
Cn1nc(C(C)(C)C)cc1C(=O)Sc1cccc(Br)c1,-7,0.014,1,-4,-5,-19,-0.1,-3,6
O=C(OCCN1C(=O)c2ccccc2C1=O)c1cc2ccccc2o1,0,x,0,1,-8,-19,0.0,-7,-6
O=C(Nc1nc(-c2ccccc2)c(-c2ccccc2)s1)c1ccc(S(=O)(=O)N2CCCC2)cc1,-4,x,-3,5,-3,-19,0.1,-10,6

Continuation:
Values run as follows: thrombin 1536 | KCC2 mod | Wee1 stabilizer | FXIa inh 1536 | p97 ATPase inh | Furin inh | PERK inhibitor | KLK5 inh | FXIIa inh
CC(C)(C)c1ccc(C(=O)NCCCN2CCN(CCCNC(=O)c3ccc(C(C)(C)C)cc3)CC2)cc1
  -9 | -0.98 | 0 | 4 | -4 | -16 | -0.4 | -17 | 14
CC(C)(C)Sc1ccc(/C=N/O)cc1[N+](=O)[O-]
  3 | -1.4 | -1 | 0 | -4 | -12 | 0.5 | -4 | 9
COCCSc1nnc(NC(=O)C2CC(=O)N(c3ccc(C)cc3)C2)s1 (stereo unspecified)
  -16 | 1.1 | -2 | -7 | 0 | -16 | -0.8 | -7 | 2
O=C(C(c1ccccc1)c1ccccc1)N1CCN(Cc2ccc(Br)cc2)CC1
  -1 | x | -4 | 1 | -4 | -17[20 µM] | 1.2 | 2 | 9
CC1CCc2c(sc(NC(=O)c3nc4ncccn4n3)c2C#N)C1 (stereo unspecified)
  -2 | 0.68 | -3 | -2 | 3 | -16 | 0.7 | 0 | 4
CCC(=O)N(Cc1ccc(S(N)(=O)=O)cc1)C1CC(=O)N(c2ccccc2)C1=O (stereo unspecified)
  -10 | 1.5 | -2 | -3 | -3 | -10 | -0.2 | 1 | 4
COC(=O)C1=C(C)NC2=C(C(=O)CCC2)C1c1cn(Cc2ccc(Cl)cc2Cl)nc1-c1ccccc1 (stereo unspecified)
  0 | -1.2 | -1 | -8 | -2 | -3[20 µM] | -0.7 | -25 | -4
O=S(=O)(NCc1cc(-c2ccccc2)no1)c1ccccc1
  -7 | -0.79 | -1 | -2 | -1 | -18 | -0.2 | 0 | 9
CSc1sc(C#N)c2c1/C(=N\O)CCC2
  -7 | -0.17 | 0 | -18 | 6 | -6 | 0.3 | 7 | -2
COC(=O)c1ccc(NC(=S)NN2CCOCC2)cc1
  1 | 1.1 | 0 | -1 | 6 | -31 | 0.7 | 4 | 14
Clc1ccc(Cn2ncc3c(N4CCCCC4)ncnc32)cc1
  -1 | -1.4 | 0 | 7 | -5 | -10[20 µM] | 0.1 | -4 | 10
COc1ccc(CCNC(=O)Cn2nnc(-c3cccc(OC)c3OC)n2)cc1OC
  -14 | 1.3 | -1 | 2 | 1 | -17 | -0.9 | 5 | -9
C=CCOC(=O)C(=O)/C=C/c1ccc2c(c1)Cc1ccccc1-2
  5 | 0.4 | 6 | 4 | 6 | -33 | 1.7 | 5 | 12
Cc1cc(C(=O)NCCC(c2ccccc2)c2ccccc2)c(C)o1
  3 | -0.46 | -1 | 2 | 0 | -6[20 µM] | -1.4 | 7 | -8
O=c1c2ccccc2nc(-c2ccc(F)cc2)n1NCc1ccccc1O
  8 | 0.18 | -2 | -3 | 3 | -12 | 0.1 | -8 | 4
CC(C)(C)c1[nH]nc2c1C(c1ccc(OC(=O)c3ccco3)cc1)C(C#N)=C(N)O2 (stereo unspecified)
  -5 | 2 | 2 | -10 | 1 | -24 | -0.8 | -11 | 6
CC(Sc1nc(N2CCCCC2)c2c(c1C#N)CCCC2)C(=O)O (stereo unspecified)
  -5 | -0.34 | -1 | -5 | -1 | -6[20 µM] | 0.2 | 14 | -8
CCCCC(=O)Nc1sc2c(c1C(N)=O)CCC2
  0 | 0.095 | 0 | 1 | 1 | -27[20 µM] | 0.5 | 0 | 15
COc1cccc(/C(C)=N/NS(=O)(=O)c2ccc(Cl)cc2)c1
  1 | -3.4 | -4 | -9 | -3 | -11 | -0.8 | -20 | -1
CCOC(=O)c1sc2nc3n(c(=O)c2c1C)CCC3
  -6 | -0.42 | -3 | -4 | 2 | -20 | -0.2 | -12 | -6
COc1ccc(CN2C(=O)c3ccccc3C2=O)cc1C(=O)Nc1ccc(C)cc1C
  1 | -0.037 | 2 | 6 | 4 | -24 | -0.1 | -11 | 10
COC(=O)C1=COC(C)C2CN3CCc4c([nH]c5cc(OC)c(OC)cc45)C3CC12 (stereo unspecified)
  2 | 0.37 | 5 | 0 | -3 | -24 | -0.4 | -3 | 13
CCNc1ccc(C(=O)OCC(=O)N(Cc2ccccc2)C(C)(C)C)cc1[N+](=O)[O-]
  -4 | 0.18 | -1 | 7 | 3 | -9 | 0.2 | -7 | 18
COc1cc(OC)c2cc[nH]c2c1
  -3 | 0.056 | -3 | 5 | 5 | -22 | 0.2 | -12 | 12
